Screens: PubChem, National Center for Advancing Translational Sciences (NCATS)
BCR signal inh = inhibitors of chronic active B-cell receptor signaling; ABC-DLBCL IkBa-CBG/CBR reporter, luminescence ratio, 4 h; Potency, µM (highest dose often 46.1 µM), inactives show at the top dose ratio change, negative = lower green/red ratio, hits mostly inhibitors; 340,000 tested, 0.05% active; AID 493014; active = well fitted inhibition curve with a large enough effect in the signal ratio, with a control signal flat, not every such curve was filed as active; inconclusive = small, poorly fitted or top-dose-only effect, or effect the other way, or a change in a side signal; the % refers to the signal ratio;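 also: potency is read from the fitted curve at half-maximal effect; plate controls were basal doxycycline-induced cells for no effect and cells given 10 µM MG132 for full effect; MG132 reads +100%, hits lower the ratio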
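TMD8 human ABC-DLBCL cells with doxycycline-inducible IκBα–green luciferase fusion and unfused red luciferase, in 0.5% FBS medium; compounds up to 46 uM, 4 h at 37C. Green/red luminescence ratio, filter-overlap corrected, fitted to concentration-response curves.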
uPA surface inh = inhibitors of cell surface uPA generation | cell surface uPA generation assay, qHTS | Potency, µM (titrated, usually from 38.3 µM), inactives show at the top dose activity change, negative = inhibition, hits mostly inhibitors | 330,000 tested, 0.31% active | AID 540303; active = well fitted inhibition curve with a large enough effect; inconclusive = small, poorly fitted or top-dose-only effect; inactive = no such curve, though single readings can be large or run the other way; tested in mouse RAW 264.7 cells; also: potency is read from the fitted curve at half-maximal effect; nearly all actives have a fitted effect of over 55% in size
Giardia kill = Giardia lamblia killing; 340,000 tested, 0.15% active; activity change, % at 7.66 µM, hits read low; AID 540267; Giardia lamblia trophozoite viability; in the data active = activity change below about -80%; inconclusive = between about -30% and that limit;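 also: parasites exposed to compound for two days anaerobically before the ATP read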
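Giardia trophozoites, 100 cells per well, were exposed to compounds for 48 hrs at 37 deg C under anaerobic conditions; viability was then read as ATP content by bioluminescence after 15-30 min at room temperature.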
Eya2 inh = blocks the phosphatase activity of human Eya2. recombinant Eya2, OMFP fluorescence dephosphorylation (OMFP is methylfluorescein phosphate). Potency, µM (titrated, usually from 76.9 µM), without a hit: at the highest dose activity, negative = inhibition, usual class: inhibitors. AID 488837. 330,000 tested, 0.006% active; also: potency is read from the fitted curve at half-maximal effect
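Eya2 (0.2 uM) preincubated 10 min at ambient with compound, then OMFP substrate added at 50 uM; 10 min reaction in 50 mM HEPES pH 7.5, 50 mM NaCl, 5 uM MgCl2, 0.05% BSA, 1 mM DTT. Fluorescence read at Ex 485/Em 525 nm.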
GALK inh = galactokinase (human) inhibition | P51570 | Purified GALK, Kinase-Glo residual ATP luminescence | 270,000 tested, 0.007% active | Potency, µM (highest dose often 57.5 µM), inactives show at the top dose activity change, negative = inhibition, hits mostly inhibitors; also: potency is read from the fitted curve at half-maximal effect
Target sequence (P51570 whole entry, looked up): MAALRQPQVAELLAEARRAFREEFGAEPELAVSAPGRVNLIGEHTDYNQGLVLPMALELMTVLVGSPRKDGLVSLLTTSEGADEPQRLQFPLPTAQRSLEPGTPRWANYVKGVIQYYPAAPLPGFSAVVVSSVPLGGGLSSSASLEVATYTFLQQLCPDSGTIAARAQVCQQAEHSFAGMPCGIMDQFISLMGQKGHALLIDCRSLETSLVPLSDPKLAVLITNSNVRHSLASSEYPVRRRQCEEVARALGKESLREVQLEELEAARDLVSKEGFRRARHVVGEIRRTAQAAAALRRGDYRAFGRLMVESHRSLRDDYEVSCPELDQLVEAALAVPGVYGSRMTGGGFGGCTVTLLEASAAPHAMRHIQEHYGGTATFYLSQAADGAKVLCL
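Compounds were pin-transferred into ATP buffer (35 uM final), then GALK plus galactose (5 nM, 100 uM final) was added. After 1 h at room temperature, Kinase-Glo Plus was added and luminescence read after 10 min.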
KCNH2 3.1 block = inhibitors of human KCNH2 3.1 potassium channel isoform; U2OS KCNH2 3.1, thallium flux FluxOr; active compounds read low; 340,000 tested, 0.95% active; activity change, % (tested at about 1.8 µM); AID 720553;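 active = maximum activity change below -70%; inconclusive = maximum activity change from -70% to -50%; inactive = maximum activity change above -50%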;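 also: thallium influx rate constant from kinetic fluorescence after stimulation buffer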
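U2OS cells transduced with KCNH2 3.1 mutant virus (1.77 x 10^8 /mL, 4 h), plated overnight at 37 C, loaded 45 min with FluxOr dye plus Red40 quencher. Thallium flux rate constant from kinetic reads after stimulation buffer, normalised to controls.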
B2AR arrestin = recruits beta-arrestin to the human beta2-adrenergic receptor; P07550; beta-arrestin recruitment to beta2AR, cell-based reporter; Potency, µM (series often up to 46.1 µM), for inactives: at the top dose activation, actives largely listed as activators; 330,000 tested, 0.02% active; AID 492947;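 also: potency is read from the fitted curve at half-maximal effect; 0% = DMSO controls and full agonism = EC100 isoproterenol or metaproterenol; nearly all actives have a fitted effect of over 65% in size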
Coupling enz = inhibits coupling enzyme system, counter-screen for aldolase hits; 290,000 tested, 0.67% active; coupling enzyme system counterscreen, AmpLite Red fluorescence; AID 2472; activity change, negative = inhibition, % at 58.2 µM, hits read low; in the data active = activity change below about -30%
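Counterscreen of the coupled detection system alone, without aldolase: glyceraldehyde-3-phosphate coupling enzymes plus AmpLite Red readout. Compounds at 57.5 uM final, 10 min RT preincubation, 20 min RT reaction, fluorescence 525/598 nm.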
PKM2 act = PKM2 (human) enzyme activation | purified PKM2, Kinase-Glo ATP luminescence, activation; response scale: 0% is enzyme alone, no compound | Potency, µM (doses to about 57.5 µM), without a hit: top-dose activation, actives largely listed as activators | 260,000 tested, 0.34% active | AID 1631; also: potency is read from the fitted curve at half-maximal effect; nearly all actives have a fitted effect of over 55% in size
Target sequence (P14618 whole entry, looked up): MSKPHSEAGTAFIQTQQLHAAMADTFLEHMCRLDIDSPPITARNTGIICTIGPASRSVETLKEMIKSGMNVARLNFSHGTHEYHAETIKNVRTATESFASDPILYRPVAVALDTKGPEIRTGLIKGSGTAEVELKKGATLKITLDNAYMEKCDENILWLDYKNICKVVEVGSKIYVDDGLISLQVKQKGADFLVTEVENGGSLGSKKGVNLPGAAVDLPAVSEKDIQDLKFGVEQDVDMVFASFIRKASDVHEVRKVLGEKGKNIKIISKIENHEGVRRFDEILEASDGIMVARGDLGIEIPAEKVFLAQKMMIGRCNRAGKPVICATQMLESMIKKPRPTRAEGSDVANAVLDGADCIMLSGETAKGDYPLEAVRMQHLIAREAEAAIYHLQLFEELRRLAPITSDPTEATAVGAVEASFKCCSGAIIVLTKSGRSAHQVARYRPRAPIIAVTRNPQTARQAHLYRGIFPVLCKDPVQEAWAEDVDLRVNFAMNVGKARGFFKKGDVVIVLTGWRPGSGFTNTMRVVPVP
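ATP formation by purified human PK-M2, quantified via coupled luciferase luminescence after 1 h at room temperature with 0.1 mM ADP and 0.5 mM PEP final.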
KCNH2 WT inh = KCNH2 (human, wildtype) channel inhibition; Q12809; U2OS, BacMam KCNH2, thallium flux FluxOr; active compounds read low; activity change, % at 1.84 µM; 340,000 tested, 0.37% active; AID 720551;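 active = maximum activity change below -70%; inconclusive = maximum activity change between -70% and -50%; inactive = maximum activity change above -50%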
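U2OS cells were transduced with wild-type KCNH2 virus (2.03 x 10^8 / mL) for 4 h at room temperature, then cultured overnight at 37 C. Thallium flux was read with FluxOr dye. Rate constants were normalized to DMSO controls.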
USP2a block = inhibitors of human ubiquitin-specific protease USP2a | Potency, µM (top dose mostly 38.3 µM), without a hit: at the top dose activity change, negative = inhibition, most hits filed as inhibitors | AID 463254 | 330,000 tested, 0.01% active | USP2 core, Ub-CHOP2 coupled fluorogenic reporter, 485/531;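 also: potency is read from the fitted curve at half-maximal effect; plate controls were DMSO wells for no effect and full inhibition by NEM control for full effect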
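USP2 core (10nM final) preincubated 30min RT with compound in 20mM Tris-HCl pH 8.0, 2mM CaCl2, 2mM beta-mercaptoethanol, 0.05% CHAPS; 25nM Ub-CHOP2 plus 25nM reporter substrate added, fluorescence (Ex485/Em531) read after 60min.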
Active calls of the source: *; i = inactive; ? = inconclusive; . = not tested or not shown; [ ] = another dose, or the depositor's remark. Unless noted, calls follow the shape of the dose curve; as a rule, active = well fitted curve in the direction sought with a large enough effect; inconclusive = small, poorly fitted or top-dose-only effect, or another doubt; inactive = no such curve, though single readings can be large; an effect the other way counts as inactive or inconclusive. Unless noted, % is scaled to controls: 0 for no effect and ±100 for the full control effect.

SMILES	BCR signal inh	uPA surface inh	Giardia kill	Eya2 inh	GALK inh	KCNH2 3.1 block	B2AR arrestin	Coupling enz	PKM2 act	KCNH2 WT inh	USP2a block
Cc1noc(C)c1C(=O)N1CCC(C(=O)c2ccc(F)cc2F)CC1	-27%	4%	-23	-10%	1%	10	0.1%	2	-1%	-1	5%
CSc1nc(-c2ccc(C)cc2)[nH]c1S(=O)(=O)c1ccccc1	7%	-3%	15	12%	2%	2	-0.2%	2	6%	-6	1%
Cc1ccc(S(=O)(=O)NCCOc2nc(N3CCOCC3)nc(N3CCOCC3)n2)cc1	?	19%	-1	-12%	-3%	7	0.0%	-1	-2%	-15	-1%
COC(=O)CNC(=O)c1ccc(=O)oc1	6%	-5%	-7	-5%	-1%	-9	0.4%	2	2%	3	1%
CCCCn1c(N)c(N(Cc2ccccc2OC)C(=O)CN2C(=O)NC(C)(c3ccccc3)C2=O)c(=O)[nH]c1=O (stereo unspecified)	11%	3%	-1	-25%	.	-10	-0.4%	.	.	0	-1%
COc1cccc(NC(=O)CCC2CCN(C(=O)c3c(C)noc3C)CC2)c1	8%	-1%	2	-3%	7%	7	0.3%	-1	1%[0.46 µM]	-10	1%
CCCC(C(=O)NC1CCCC1)N(Cc1ccc2c(c1)OCO2)C(=O)c1snc(C(N)=O)c1N (stereo unspecified)	-18%	1%	-16	-14%	0%	17	-0.3%	-3	-7%	23	-8%
CC1(C)Cc2[nH]c(=O)c(C#N)cc2CS1	6%	1%	6	10%	1%	1	-0.5%	1	-6%	3	-1%
COc1ccc(NC(=O)CSc2nnc(-c3ccccn3)n2N)c(OC)c1	?	2%	7	4%	5%	5	-1.1%	-3	0%	-24	0%
Fc1ccc(CNCCC(Cc2ccccc2)c2ccco2)cc1 (stereo unspecified)	?	-7%	-3	0%	2%	-4	0.0%	1	4%	-1	0%
CCOC(=O)c1c(NC(=O)COC(=O)CNC(=O)c2ccco2)sc(C)c1C	?	-18%	-10	4%	-5%	-1	-0.3%	5	15%	-5	3%
COc1ccccc1CCNS(=O)(=O)CCNC(=O)c1ccc2c(c1)OCO2	?	1%	-3	4%	.	25	-0.6%	.	.	-5	2%
O=C1CN(C(=O)CSc2nc3ccccc3c(=O)n2Cc2ccc(F)cc2)c2ccccc2N1	?	2%	-1	-2%	1%	.	0.0%	3	1%	8	-13%
COCCCNC(=O)C1CCN(S(=O)(=O)N(CC(C)C)CC(C)C)CC1	0%	0%	13	-10%	-1%	11	0.1%	0	1%	1	3%
Cc1cc(-n2c(C)cc(C(=O)COc3cccnc3[N+](=O)[O-])c2C)no1	6%	-23%	?	-43%	.	-5	0.4%	.	.	7	0%
CCOC(=O)C1=C(CC)Nc2ccccc2N/C1=N\S(=O)(=O)c1ccc(C(=O)OCC)cc1	8%	1%	21	11%	14%	11	0.0%	13	2%	i	1%
CC(=O)c1ccc(-c2ccc(C(=O)N(C)c3c(N)n(Cc4ccccc4)c(=O)[nH]c3=O)o2)cc1	-4%	0%	-8	8%	.	12	0.2%	.	.	6	-3%
CCNC(=O)N1CCN(C(=O)NCC)CC1	-2%	-4%	12	-5%	9%	13	0.1%	1	3%	-1	5%
O=C(CCC(=O)N/N=C/c1cc(Cl)cc(Cl)c1O)NCc1ccccc1	13%	-2%	22	0%	5%	-6	0.2%	12	-2%	2	1%
COc1cccc(CC(=O)Nc2ccc3c(c2)CCC3)c1	-13%	-3%	-23	7%	5%	14	0.0%	1	.	1	1%
CC[C@@H](C)C(NC(=O)OC(C)(C)C)c1cn([C@@H](Cc2ccc(O)cc2)C(=O)N2CCN(C(=O)OC(C)(C)C)CC2)nn1 (stereo partly specified)	9%	10%	26	10%	1%	-21	-0.1%	8	-2%	3	3%
O=C(Nc1nc2ccccc2s1)c1ccc(OCC2CCCO2)cc1 (stereo unspecified)	?	-7%	?	-6%	-6%	-14	-0.4%	-2	-8%	-8	-1%
COc1ccc(S(=O)(=O)NCc2ccco2)cc1C(=O)N1CCOCC1	4%	0%	4	0%	9%	-6	-0.8%	0	0%	10	0%
O=C(COc1ccc2ccccc2c1)Nc1nccs1	?	-4%	?	-4%	2%	9	-0.9%	0	7%	-4	-2%
Cc1ccc(S(=O)(=O)N(C)C[C@H]2Oc3c(NC(=O)Nc4cccc5ccccc45)cccc3C(=O)N([C@@H](C)CO)C[C@@H]2C)cc1	0%	?	5	7%	.	14	-1.0%	.	.	11	-9%
(listing goes on)
SMILES	BCR signal inh	uPA surface inh	Giardia kill	Eya2 inh	GALK inh	KCNH2 3.1 block	B2AR arrestin	Coupling enz	PKM2 act	KCNH2 WT inh	USP2a block
NCCCCCC(=O)N/N=C/c1ccc2nccnc2c1	3%	16%	-10	11%	.	-1	-0.2%	1	3%	4	9%
COc1ccc(/C=N/n2c(-c3cccs3)n[nH]c2=S)cc1	-10%	-10%	31[activator]	-12%	-3%	3	-0.2%	-2	-4%	6	1%
O=C(Nc1nccs1)c1nc[nH]c1C(=O)NCc1ccccc1	?	-5%	-7	-3%	.	11	0.1%	.	.	4	-1%
Cn1nc(C(C)(C)C)cc1C(=O)NCc1ccc(N2CCCC2=O)cc1	-2%	.	6	3%	-1%	6	-0.1%	1	-1%	31	6%
COc1cc(/C=N/NC(=O)CCn2c3ccccc3c3ccccc32)ccc1O	?	-13%	-2	5%	0%	-2	?	4	16%	-13	0%
CN(CC(=O)Nc1ccc(Cl)c(C(F)(F)F)c1)C(=O)c1ccc(N2CCOCC2)c([N+](=O)[O-])c1	0%	-4%	40[activator]	2%	.	-27	0.1%	.	.	7	-3%
O=C(COC(=O)c1cc[n+]([O-])cc1)Nc1cccc(Cl)c1Cl	-10%	6%	1	-9%	5%	-4	-1.0%	-5	5%	9	3%
N#Cc1cn(CC(=O)NCc2cccnc2)c2ccccc12	-4%	1%	-10	0%	1%	-5	-0.2%	2	4%	6	1%
O=C1N=C(N2CCOCC2)S/C1=C\C=C/c1ccccc1	?	-6%	-9	-14%	2%	-6	-0.7%	-6	-6%	5	-1%
C/C=C/C(=O)OCC(=O)NC(=O)NC(C)C	-3%	-3%	-10	-14%	0%	-10	-0.1%	5	0%	-2	0%
CC(Oc1ccc2ccc(=O)oc2c1)C(=O)NCCN1CCOCC1 (stereo unspecified)	6%	4%	3	-3%	-3%	15	0.5%	1	.	-38	3%
CCOC(=O)c1c(C)[nH]c(C)c1S(=O)(=O)N1CCN(c2cccc(C)c2)C(C)C1 (stereo unspecified)	?	-3%	-22	-18%	12%	14	-0.7%	-4	8%[0.46 µM]	-8	-1%
CC[C@]12c3[nH]c4cc(-c5ccco5)ccc4c3CCN1C(=O)[C@@H](CC(=O)NCCCN(C)C)C[C@@H]2C(=O)N1CCN(C(=O)c2ccco2)CC1	-1%	13%	13	8%	.	-4	-0.7%	.	.	-10	4%
CC(C)C(=O)Nc1ccc2nn(-c3ccc(F)cc3)nc2c1	?	-24%	?	-1%	4%	2	-0.2%	2	-1%	-16	1%
COc1ccc(CCNC(=O)CSc2nn(-c3ccccc3)c(=S)s2)cc1	-1%	4%	-8	5%	-2%	-3	-0.1%	-2	0%	3	0%
CC1Cc2ccccc2N1C(=O)C1CCCN1S(=O)(=O)c1ccc(Cl)cc1 (stereo unspecified)	3%	4%	13	-1%[15.4 µM]	1%	3	0.3%	0	3%	5	3%
O=C(Nc1ccc(N2CCOCC2)cc1)c1nc2ccccc2s1	?	2%	6	4%	2%	-49	-0.7%	0	7%	-4	8%
CC(=O)Nc1ccc(Nc2cc(-c3ccccc3)nc3ncnn23)cc1	?	-1%	-10	-7%	2%	-4	-0.5%	1	?	2	-5%
Cc1ccc(NC(=O)Cn2nnc(C(=O)NCc3ccccc3)c2N)cc1C	?	-1%	-5	12%	0%	-9	-0.3%	5	0%	-16	4%
Cc1ccc(N(C)S(=O)(=O)c2cccc(C(=O)OCC(=O)N3CCCC(C)C3)c2)cc1 (stereo unspecified)	-1%	1%	2	27%	.	4	-0.1%	.	.	-1	-1%
NC(=O)N/N=C\c1cccs1	?	13%	-16	-2%	0%	4	-0.6%	-2	-4%	4	-1%
CC(C)NC(=O)COC(=O)c1ccc(Oc2ccccc2)cc1	13%	0%	2	3%	0%	-3	-1.2%	2	12%	2	1%
O=C(/C=C/c1cccs1)c1ccc(NC(=O)c2cccc(Br)c2)cc1	?	0%	-12	-25%	-2%	3	0.0%	0	-2%	-7	1%

Entries shown so far that have a cyano group (2):
SMILES	BCR signal inh	uPA surface inh	Giardia kill	Eya2 inh	GALK inh	KCNH2 3.1 block	B2AR arrestin	Coupling enz	PKM2 act	KCNH2 WT inh	USP2a block
CC1(C)Cc2[nH]c(=O)c(C#N)cc2CS1	6%	1%	6	10%	1%	1	-0.5%	1	-6%	3	-1%
N#Cc1cn(CC(=O)NCc2cccnc2)c2ccccc12	-4%	1%	-10	0%	1%	-5	-0.2%	2	4%	6	1%
